From PubChem BioAssay
hiPSC survival: enhancers of single-cell hiPSC survival, primary screen, ATPlite luminescence; 100% = ROCK inhibitor wells, 0% = DMSO; AID 602274, 2012; survival enhancement, % at 20 µM; 360,000 tested, 0.044% active; in the data active = survival enhancement above about 18%;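 also: cells exposed to compounds for 16 hours before the ATP read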
CaV13 ICDI inh: Primary screen for inhibitors of IQ motif and Ca2+-dependent inactivation inhibitor domain binding in CACNA1D, Förster resonance energy transfer in living cells, …. HEK cells, CFP/YFP FRET ICDI-IQ, plate reader, 10 min; percent FRET-ratio fall versus neutral wells. inhibition, % at 12.3 µM. 340,000 tested, 0.098% active;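 active = mean replicate inhibition of at least 30% and at least 1% of replicates passing that level; inconclusive = only one of the two criteria is met; inactive = neither criterion is met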;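 also: 0% = median of the neutral control wells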
PDI inh: inhibitors of human PDI, primary screen, biochemical, turbidity, single point, plate reader. Protein disulfide-isomerase (Homo sapiens), P07237. PDI insulin aggregation turbidity, A650, 90 min. inhibition, % at 10 µM. 350,000 tested, 0.052% active. AID 588391, 2011;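 active = mean inhibition across replicates of 30% or more, whatever share of single replicates reach that level; inconclusive = mean inhibition below 30% while every single replicate reaches 30%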;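 also: absorbance from insulin aggregation driven by PDI reduction with DTT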
Target sequence (P07237 whole entry, looked up): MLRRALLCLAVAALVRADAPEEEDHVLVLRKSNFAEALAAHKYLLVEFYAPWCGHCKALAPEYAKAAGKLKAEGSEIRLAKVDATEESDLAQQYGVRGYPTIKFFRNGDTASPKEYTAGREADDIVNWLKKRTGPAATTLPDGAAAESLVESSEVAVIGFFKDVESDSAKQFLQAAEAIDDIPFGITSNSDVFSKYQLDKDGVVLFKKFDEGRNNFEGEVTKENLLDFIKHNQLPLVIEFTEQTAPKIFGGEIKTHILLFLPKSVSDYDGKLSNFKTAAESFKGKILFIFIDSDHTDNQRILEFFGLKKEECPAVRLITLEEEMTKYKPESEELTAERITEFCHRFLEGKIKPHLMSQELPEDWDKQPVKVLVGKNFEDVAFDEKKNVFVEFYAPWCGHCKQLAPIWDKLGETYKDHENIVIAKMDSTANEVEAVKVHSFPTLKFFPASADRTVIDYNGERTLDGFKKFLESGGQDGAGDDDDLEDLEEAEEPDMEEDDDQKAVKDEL
aDG glyco up: activators of alpha-DG glycosylation, primary screen, uHTS, Pro5-aDG cells, AlphaScreen; alpha-DG glycosylation AlphaScreen (IIH6); 0% Pro5, 100% B10-LARGE cell signal; 360,000 tested, 0.22% active; activation, % at 10 µM; AID 624168, 2012;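 active = activation of at least 8% versus controls, or a plate z-score of at least 8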;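 also: Pro5 are CHO cells carrying HIG-tagged alpha-DG that lacks glycosylation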
Peg3 prom inh: Peg3 promoter-driven luciferase inhibitors, primary screen, cell-based, HeLa, luciferase luminescence | 360,000 tested, 1.7% active | AID 588405, 2011 | inhibition, % at 20 µM | HeLa PEG-Prom luciferase reporter, overnight;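 active = inhibition of at least 50% at 20 µM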
Granule exo inh: LAMP-1 surface exposure blockers, TALL-104 cells – cell-based, flow cytometry, MLPCN library, primary screen. TALL-104 LAMP-1 surface exposure; cells stimulated with thapsigargin and PMA. inhibition, % at 10 µM. 360,000 tested, 0.66% active;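 active = inhibition above about 55%, limit read from the data; inconclusive = no clear call, values can overlap the other calls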
NR2E3 ag-1: NR2E3 agonists in two-hybrid cells, primary screen, cell-based, luminescence, CHO-S, Gal4-NCOR/VP16-NR2E3; Photoreceptor-specific nuclear receptor (Homo sapiens), Q9Y5X4; AID 602229, 2012; inhibition of corepressor binding, % at 3.98 µM; luciferase; 360,000 tested, 0.35% active;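 active = inhibition above the mean of all tested compounds plus 3 SD, cut at about 70% in these data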;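 also: 0% = DMSO with NR2E3 transfected cells and 100% = cells lacking NR2E3 construct; higher means lower luciferase signal from less NR2E3 corepressor binding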
Target sequence (Q9Y5X4 whole entry, looked up, the tested form may be a part): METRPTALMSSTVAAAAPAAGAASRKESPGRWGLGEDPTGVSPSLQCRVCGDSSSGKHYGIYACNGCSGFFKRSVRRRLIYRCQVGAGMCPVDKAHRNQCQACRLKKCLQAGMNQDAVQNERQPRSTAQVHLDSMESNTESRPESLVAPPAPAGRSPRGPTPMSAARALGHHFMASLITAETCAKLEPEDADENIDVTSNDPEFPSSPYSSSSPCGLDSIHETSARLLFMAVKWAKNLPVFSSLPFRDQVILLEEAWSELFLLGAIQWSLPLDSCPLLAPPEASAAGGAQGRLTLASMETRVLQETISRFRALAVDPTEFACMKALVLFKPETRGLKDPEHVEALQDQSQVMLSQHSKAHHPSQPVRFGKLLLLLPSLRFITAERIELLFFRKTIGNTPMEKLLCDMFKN
HIF-2a inh: HIF-2a reporter inhibitors, primary screen, luminescence, 786-0 RCC cells | 786-0 RCC cells HIF-2a reporter, luciferase luminescence, overnight | inhibition, % at 18.8 µM | 360,000 tested, 0.72% active | AID 624352, 2012;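 active = inhibition of the luminescence signal of 40% or more relative to plate controls, in a single-dose primary screen at 18.75 µM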
MITF TRPM1 inh: inhibitors of MITF-dependent TRPM1 promoter reporter, primary screen, cell-based, SK-MEL-5, single point, luciferase. SK-MEL-5 TRPM1 promoter luciferase, 24 h. inhibition, % at 12.5 µM. 330,000 tested, 0.83% active. AID 488899, 2010;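 active = mean inhibition across replicates of 60% or more, whatever share of single replicates reaches that level; inconclusive = some that reach 60%, reason not given; inactive = mean inhibition across replicates below 60%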; also: values of inactives mirror those of a sister screen read the other way
Vif imaging: HIV Vif self-association inhibitors, primary screen, imaging, HEK293T, single point; AID 602346, 2012; inhibition, % at 7.49 µM; HEK293T cells, Vif self-association by quenched fluorescence, 24 h; 340,000 tested, 0.35% active; in the data active = inhibition above about 50%, passing the limit was not always enough; inconclusive = no clear call, values can overlap the other calls; inactive = below about 31%; also: some results filed as inactive read as strong as hits
NR2E3 ag-2: inhibitors of NR2E3-RetCOR corepressor binding, primary screen, NR2E3 agonist project, biochemical, TR-FRET, GST-NR2E3, biotin-RetCOR; Photoreceptor-specific nuclear receptor (Homo sapiens), Q9Y5X4; 1536-well; inhibition of corepressor binding, % at 4.78 µM; 320,000 tested, 0.12% active; AID 2300, 2010;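 active = percent inhibition above the cutoff of mean plus 3 SD of all tested compounds, set per screening campaign, cut at about 20% in these data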;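 also: 0% = DMSO wells and 100% = biotin wells as full block of FRET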
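Material: NR2E3–RetCOR corepressor complex / Amount: 1.35 nM GST-NR2E3 / Medium: Tris pH 7.5 / Compound: single nominal compound dose of 4.8 µM / Incubation: 5 h at 4 °C / Technique: TR-FRET, Eu(K)-anti-GST donor, streptavidin-D2 acceptor, ex 340, em 617/671 nm / Read-out basis: percent loss of FRET ratio relative to control wells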
Starred values were filed as active, the others as inactive; ? = inconclusive; . = not tested or not shown.

SMILES | hiPSC survival | CaV13 ICDI inh | PDI inh | aDG glyco up | Peg3 prom inh | Granule exo inh | NR2E3 ag-1 | HIF-2a inh | MITF TRPM1 inh | Vif imaging | NR2E3 ag-2
CC1=C(C(=O)c2ccccc2)C(c2cn(-c3ccccc3)nc2-c2ccc(Cl)cc2)NC(=S)N1 (configuration not stated) | -2.4 | . | -1 | 0.4 | 8 | 3 | -36 | -14 | 4 | 1 | 10
COc1ccc(C(=O)Nc2cc3c(cc2C#N)OCO3)cc1S(=O)(=O)NCc1ccco1 | 3.2 | -5 | 0 | 0.1 | 13 | -1 | -16 | 12 | 1 | 5 | -1
COc1ccc(C2CN=NC23CCCc2ccccc2C3=O)cc1 (configuration not stated) | -0.9 | -4 | 3 | 0.0 | -5 | 5 | -139 | -80 | 15 | -10 | -1
CCOC(=O)[C@@H]1[C@H]2COc3cc(OC)ccc3[C@@H]2N2C(=O)N(c3ccc(Cl)cc3)C(=O)[C@@]12C | 0.9 | -5 | -3 | -0.1 | -93 | 9 | -25 | -107 | -20 | -4 | 2
CCCc1cc(=O)oc2cc(C)cc(OC(C)C(=O)NCC(O)c3ccccc3)c12 (configuration not stated) | -0.6 | -14 | -4 | -0.2 | 6 | 0 | -9 | 6 | 2 | -2 | -2
Cc1nc2nc(C)c(NS(=O)(=O)c3ccc(CC(C)C)cc3)c(=O)n2[nH]1 | -0.2 | -3 | 4 | 0.1 | -6 | -1 | 4 | 8 | 2 | 29 | 2
O=C(NCC1CC1)c1csc(COCCO)n1 | -0.9 | -5 | 7 | 3.0 | -2 | -8 | -6 | 4 | . | 16 | .
COc1ccc(CNCCCSc2ncccn2)c(OC)c1 | -0.7 | 1 | 9 | 0.1 | -7 | 2 | 0 | 18 | 7 | 6 | 4
CC(C)Oc1ccc(C(=O)N2CCN(C(=O)c3ccco3)CC2)cc1 | -0.6 | -3 | -3 | -0.1 | 24 | -3 | -18 | 11 | 4 | . | 2
CCOc1cccc(/C=N/N2CCN(c3ccc(Cl)cc3)CC2)c1O | -0.4 | -17 | 8 | 0.0 | -7 | -6 | -23 | -3 | -9 | -8 | -4
CCOC(=O)c1ccc(-c2nnc(-c3ccc(Cl)cc3Cl)o2)cc1 | -1.8 | -4 | -10 | 0.0 | -207 | -1 | -22 | -104 | -84 | -7 | -1
COC(=O)[C@@H](Cc1ccccc1)NC(=O)NCCc1c[nH]c2ccccc12 | 0.0 | -20 | 5 | -0.1 | 8 | 30 | 0 | 9 | -6 | . | 0
CCCn1c(CCc2ccccc2)nnc1SCC(=O)N1CCCC1 | -2.8 | -4 | 12 | -0.2 | 8 | 0 | -9 | 21 | 9 | 0 | -1
COC(=O)C1CCN(C(=O)/C=C/c2ccc(OC)cc2)CC1 | 0.7 | -4 | ? | 0.1 | -248 | -3 | -150 | -64 | -18 | . | -3
CN(Cc1cc([N+](=O)[O-])ccc1Cl)C(=O)C[n+]1ccccc1 | -0.3 | -4 | -111 | 0.0 | 1 | -3 | -21 | 2 | -2 | -9 | 2
CN(Cc1cnccn1)C(=O)c1cc(COc2cccc(C(F)(F)F)c2)on1 | -0.6 | -6 | -24 | -0.1 | -93 | 37 | -43 | -166 | -27 | -4 | .
COc1cccc(NC(=O)CNS(=O)(=O)c2ccc3nc(C)sc3c2)c1 | 0.3 | . | 1 | 0.2 | 13 | 1 | -10 | 6 | 17 | 21 | -5
CCOC(=O)N1CCC(N2C(=O)c3ccc(C(=O)Nc4ccc(OC)c(OC)c4)cc3C2=O)CC1 | 0.5 | -3 | -4 | -0.3 | 4 | 3 | -7 | 2 | -9 | 3 | -1
Cc1ccc(-c2nc(Cl)nc3ccccc23)cc1 | 0.7 | -5 | 0 | -0.1 | -13 | 2 | -15 | 0 | 3 | -1 | 4
O=S(=O)(Nn1cnnc1)c1ccc2ccccc2c1 | 1.2 | 4 | -14 | 0.2 | -3 | 3 | 11 | 10 | -3 | . | 2
COC(=O)c1ccc(/C=N/Nc2nc(-c3ccccc3)cs2)cc1 | -0.5 | -3 | 0 | 1.2 | -37 | 1 | -78 | -89 | -13 | -2 | 2
CC(c1ccccc1)N1CCc2[nH]c(=S)[nH]c(=O)c2C1 (configuration not stated) | -0.3 | -16 | 1 | 0.2 | 8 | 1 | -8 | 11 | -4 | 36 | -3
CCOc1ccc(C(=O)Nc2nnn(CC)n2)cc1 | -2.9 | -5 | 1 | -0.1 | -118 | -1 | -64 | -105 | -41 | -17 | 2
Cc1noc(/C=C/N(C)C)c1S(=O)(=O)N(C)CC(=O)NC1CCCCC1 | 4.4 | -9 | 5 | -0.4 | 1 | -4 | 9 | 8 | 20 | -5 | -2
CCOC(=O)C1=C(C)NC(=O)CC1c1cc2c(cc1[N+](=O)[O-])OCO2 (configuration not stated) | -0.7 | -4 | 2 | -0.2 | 20 | -3 | -11 | 1 | 3 | -5 | 2
COc1ccc(C)cc1NC(=O)c1ccc(CN2CCN(c3ccccc3)CC2)cc1 | -1.2 | -5 | -2 | 0.9 | 6 | -2 | 2 | -23 | 6 | 21 | 1
CC(C)(C)N(Cc1ccccc1)C(=O)COC(=O)CN1C(=O)C2CC=CCC2C1=O (configuration not stated) | -0.5 | . | -7 | -0.2 | 7 | 4 | 11 | 11 | 12 | 1 | -5
CCOC(=O)COc1nc(Nc2ccccc2C)nc(N(C)C)n1 | 0.6 | . | -5 | 0.0 | -27 | -2 | -15 | -9 | -4 | . | -5
O=S(=O)(c1cccs1)N1CCN(CCOc2ccccc2)CC1 | -0.2 | -7 | 0 | 0.0 | 20 | -4 | -6 | 1 | -21 | -16 | .
CC(NC(=O)CN1C(=O)NC2(CCCCCCC2)C1=O)c1ccccc1 (configuration not stated) | -1.6 | -5 | 6 | 0.0 | 1 | 0 | 3 | -7 | 3 | 5 | .
COC(=O)c1ccc(COc2ccc(/C=N/N3CCN(C)CC3)cc2)cc1 | -2.0 | -10 | 2 | 1.7 | -208 | 24 | -109 | -79 | -44 | -3 | -2
CC12CCC(C/C1=N/OC(=O)c1cccc([N+](=O)[O-])c1)C2(C)C (configuration not stated) | -0.9 | 1 | 1 | -0.3 | 4 | -6 | -11 | 9 | 12 | 3 | -1
COc1ccc(NS(=O)(=O)c2ccc(NS(=O)(=O)c3ccc(C)cc3)cc2)nn1 | 2.3 | -6 | 1 | 0.4 | 1 | -1 | -13 | 0 | 6 | 1 | 0
Cc1ccc(F)c(NC(=O)c2ccc(Cn3cc(Cl)cn3)cc2)c1 | -0.9 | -13 | 4 | 1.0 | -95 | -2 | -11 | -110 | -24 | 4 | -2
Cc1ccc(S(=O)(=O)N2CCN(C(=O)c3ccc(-n4cncn4)c([N+](=O)[O-])c3)CC2)c(C)c1 | -2.5 | -12 | 11 | 0.2 | 15 | -6 | 1 | 2 | . | -6 | .
COc1ccc(C(=O)C[n+]2ccc3c(c2)nc(-c2cc(OC)c(OC)cc2OC)n3C)cc1 | -0.3 | -7 | 8 | -0.1 | 7 | 0 | -12 | -13 | 2 | 0 | 3
O=C(NCCN1CCCCC1)Nc1ccccc1 | 0.1 | -4 | -3 | 0.0 | 7 | -6 | 7 | -3 | 1 | 12 | 2
COc1cc(CN2C[C@@H](CO)O[C@@H](n3cnc4c(NC5CCCC5)ncnc43)C2)cc(OC)c1OC | 2.2 | -4 | 9 | -0.2 | 4 | 1 | 2 | 2 | . | 2 | .
CCCCc1ccc(NC(=O)N[C@@H](CC(C)C)C(=O)O)cc1 | 0.4 | -3 | -2 | 0.0 | 12 | -1 | 2 | 0 | -4 | -8 | 0
CCN(CC)c1ccc(/C=C2\SC(=O)N(C(C)C)C2=O)o1 | -0.2 | . | -2 | -0.3 | 89* | 52 | -6 | -18 | . | . | 1
COc1ccccc1NC(=O)c1cc2cc(Br)ccc2oc1=N | -0.3 | -3 | -15 | 0.0 | -64 | 24 | 14 | -62 | -8 | -5 | .
CCN(CC)S(=O)(=O)c1cccc(NC(=O)c2cc(=O)[nH]c3ccccc23)c1 | 0.5 | -5 | 6 | 0.0 | 10 | -1 | -4 | 18 | 9 | 0 | 7
